Screening results (PubChem)
Kir21 block: blocks the mouse Kir2.1 inward-rectifier potassium channel | 0.85% of 310,000 active | HEK293-Kir2.1, FluxOR thallium flux fluorescence; stronger effect = lower value | P35561 | B-score at 10 µM | AID 1672;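 active means fluorescence ratio B-score at or below minus 3 SD of library scores, with starting-brightness B-score within 2 SD, cut at about -4.2 in these data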;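 further: channel flux triggered by added potassium and thallium sulfate stimulus; B-score of peak minus minimum fluorescence over baseline after thallium stimulus; more negative B-score means stronger Kir2.1 block with less thallium influx; some compounds called inactive have numbers as strong as hits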
Target sequence (P35561 whole entry, looked up): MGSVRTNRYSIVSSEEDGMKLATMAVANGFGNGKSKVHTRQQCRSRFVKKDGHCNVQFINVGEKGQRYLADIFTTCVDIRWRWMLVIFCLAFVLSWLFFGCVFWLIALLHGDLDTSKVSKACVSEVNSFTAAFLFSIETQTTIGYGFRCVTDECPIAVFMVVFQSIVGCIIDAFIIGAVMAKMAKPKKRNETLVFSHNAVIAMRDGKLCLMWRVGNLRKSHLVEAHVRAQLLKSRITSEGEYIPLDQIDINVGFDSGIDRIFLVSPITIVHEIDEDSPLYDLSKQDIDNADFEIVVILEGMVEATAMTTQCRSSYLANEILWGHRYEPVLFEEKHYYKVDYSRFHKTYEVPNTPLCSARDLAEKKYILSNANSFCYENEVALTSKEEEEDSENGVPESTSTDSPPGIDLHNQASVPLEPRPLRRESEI
STK33 kinase inh: blocks human STK33 kinase activity; Q9BYT3; purified STK33, MBP phosphorylation, ADP-Glo luminescence; inhibition, % at 10 µM; 0.073% of 320,000 active;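 active means inhibition at or above 25%, using the most active replicate where run in duplicate; inactive means inhibition below 25%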
Target sequence (Q9BYT3 whole entry, looked up): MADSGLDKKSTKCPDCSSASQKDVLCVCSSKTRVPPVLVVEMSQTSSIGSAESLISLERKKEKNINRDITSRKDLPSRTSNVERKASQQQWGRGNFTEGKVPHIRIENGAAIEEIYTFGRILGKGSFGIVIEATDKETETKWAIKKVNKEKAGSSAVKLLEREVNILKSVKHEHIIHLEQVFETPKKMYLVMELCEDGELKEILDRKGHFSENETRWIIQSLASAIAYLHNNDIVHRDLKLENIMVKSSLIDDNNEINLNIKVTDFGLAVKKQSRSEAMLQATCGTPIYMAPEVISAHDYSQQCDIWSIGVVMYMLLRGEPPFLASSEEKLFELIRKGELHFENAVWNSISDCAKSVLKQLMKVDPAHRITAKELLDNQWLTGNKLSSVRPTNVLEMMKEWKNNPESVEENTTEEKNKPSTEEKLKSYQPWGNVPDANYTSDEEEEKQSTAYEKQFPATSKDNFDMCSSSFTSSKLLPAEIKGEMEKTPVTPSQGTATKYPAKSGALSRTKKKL
* marks the source's active call; other numbers are inactive results; / = not tested or not shown.

STK33 kinase inh,Kir21 block,Compound
0.6,-2.35,Cc1cc2occ(CC(=O)N(C)CC(=O)Nc3ccccc3Br)c2cc1C
0.5,0.83,Cc1cc(NS(=O)(=O)c2c(C)c(C)cc(C)c2C)no1
-1.4,1.08,O=C(c1ccc(-n2cncn2)c([N+](=O)[O-])c1)N1CCN(S(=O)(=O)c2ccc(Br)cc2)CC1
-0.2,-1.45,NC(=S)N1CCCc2ccccc21
-1.5,-1.36,Cn1c(-c2cnn(-c3ccccc3)c2-n2cccc2)n[nH]c1=S
0.5,0.04,Cc1cccc(C)c1NC(=O)C(C)N (stereo not drawn)
-0.4,-0.45,O=C(CN1C(=O)CCC1=O)NC(=O)NC1CCCC1
1.0,0.05,C=CCNC(=S)N/N=C(\C)c1cccnc1
-0.6,0.74,CC(OC(=O)c1cccc(S(=O)(=O)N2CCCC2)c1)C(=O)NC1CCCCC1C (stereo not drawn)
0.4,/,Cc1ccc(S(=O)(=O)NCC(=O)OCc2cc(=O)oc3c(C)c(C)ccc23)cc1C
-2.4,1.25,Cc1cccc(CCN(C(=O)c2csnn2)C(C(=O)NC2CCCC2)c2ccco2)c1 (stereo not drawn)
0.0,-1.11,Oc1ccc(-c2n[nH]c(=S)n2Cc2ccco2)cc1
-1.9,-0.01,CCOC(=O)Nc1nnc(/C=C/c2ccc(OC)cc2)s1
-0.3,-0.08,Cc1ccccc1NCCC(=O)Nc1ccc(Cl)cc1
-0.6,-0.15,O=C(Nc1cccc(F)c1)/C(=C\c1cccnc1)NC(=O)c1ccco1
-1.2,0.02,O=[N+]([O-])c1ccc(N=Cc2ccc(Br)c([N+](=O)[O-])c2)cc1
-1.0,-4.4*,CCCCNCCOc1ccccc1-c1ccccc1
-1.4,-0.5,CC(=O)Nc1ccc(S(=O)(=O)N(CC(=O)Nc2cc(C)on2)Cc2ccc(F)cc2)cc1
-0.7,-0.58,O=C(c1ccc(-c2ccccc2)cc1)C1CCCN(C(=O)c2cncs2)C1 (stereo not drawn)
-0.1,0.03,COc1cc(/C=C(\C#N)C(=O)Nc2ccccc2F)ccc1OCCN1CCOCC1
-0.4,1.06,CC(OC(=O)/C=C/c1ccco1)C(=O)Nc1cccc([N+](=O)[O-])c1 (stereo not drawn)
0.0,-0.21,CCN(CC)S(=O)(=O)c1ccc(C(=O)Nc2ccc(C(F)(F)F)n(C)c2=O)cc1
-0.1,/,COc1cc(C[C@@H](C)[C@@H](C)Cc2ccc(O)c(OC)c2)ccc1O
-1.1,-1.39,O=C(Oc1ccccc1OC(=O)N1CCOCC1)N1CCOCC1
0.0,-0.46,O=C(/C=N/O)Nc1ccccc1

One compound at a time, as listed above:
Record of Cc1cc2occ(CC(=O)N(C)CC(=O)Nc3ccccc3Br)c2cc1C : STK33 kinase inh = 0.6; Kir21 block = -2.35
Record of Cc1ccccc1NCCC(=O)Nc1ccc(Cl)cc1 : STK33 kinase inh = -0.3; Kir21 block = -0.08

Returning to the listing with the 4 entries that preceded the break.
STK33 kinase inh,Kir21 block,Compound
0.0,-0.21,CCN(CC)S(=O)(=O)c1ccc(C(=O)Nc2ccc(C(F)(F)F)n(C)c2=O)cc1
-0.1,/,COc1cc(C[C@@H](C)[C@@H](C)Cc2ccc(O)c(OC)c2)ccc1O
-1.1,-1.39,O=C(Oc1ccccc1OC(=O)N1CCOCC1)N1CCOCC1
0.0,-0.46,O=C(/C=N/O)Nc1ccccc1
-1.5,/,C[C@@H](OC(=O)c1[nH]cnc1C(=O)N1CCc2ccccc2C1)c1ccccc1
17.1,-0.18,O=C(/C=C/c1ccc(Br)o1)NCc1ccccc1
3.9,-0.19,O=C(N/N=C/c1cn(-c2ccccc2)nc1-c1cccnc1)c1ccccc1
0.0,0.49,O=[N+]([O-])c1ccc(N(c2ccccc2)c2ccccc2)cc1
-2.3,-0.9,Nc1nonc1-n1nnc(C(=O)N/N=C/c2ccc(OCc3ccc(F)cc3)cc2)c1COc1ccccc1
1.3,-1.81,O=C1S/C(=C/c2ccc(N3CCOCC3)o2)C(=O)N1Cc1ccc(F)cc1
-1.1,-1.11,COc1ccc(-c2csc(Nc3ccc(S(N)(=O)=O)cc3)n2)cc1
-1.1,/,COc1ccc(NC(=O)CSc2nc3ccccc3c(=O)n2CCCO)cn1
-0.6,-1.65,O=C(CNC(=O)c1cccc(Cl)c1)N/N=C/C=C/c1ccccc1
0.1,0,CC(=O)Nc1ccc(NC(=O)COC(=O)CCCc2c[nH]c3ccccc23)cc1
-0.9,0.2,O=C(CC(C(=O)O)c1ccc(Cl)cc1)c1ccccc1 (stereo not drawn)
-0.3,/,CCC1Nc2ncnc(N3CCCCC3)c2N(Cc2ccc(C)cc2)C1=O (stereo not drawn)
-0.9,-1.28,c1ccc(CN=C2Nc3ccccc3CS2)nc1
-1.5,-0.37,O=C(CN1CCN(S(=O)(=O)c2ccccc2)CC1)NC(=O)NC1CCCCC1
1.6,-1.18,C=CCNC(=S)NNC(=O)c1cc(-c2cccnc2)nc2ccccc12
-0.2,-2.58,Cc1occc1C(=O)Nc1ccc2ccccc2c1
-1.9,0.08,C=CCc1c(C)[nH]c(=S)c(C#N)c1C
-1.3,/,COC(=O)[C@]1(Cc2ccccc2)N[C@H](CN(C)C(=O)c2ccc(F)cc2)[C@@H]2C(=O)N(Cc3ccccc3)C(=O)[C@@H]21
-0.2,-1.72,NC(=O)CSc1cn(Cc2ccccc2)c2ccccc12
0.9,0.14,O=C(CCNS(=O)(=O)c1cccc2nsnc12)NC1CCCc2ccccc21 (stereo not drawn)
1.2,-1.54,OCC1(Cc2ccccc2)CCN(Cc2ccc(-c3ccco3)cc2)CC1
2.7,-0.33,COc1cccc(Nc2nc(-c3ccccc3O)nc3ccccc23)c1
-2.1,/,O=C(CNC(=O)c1ccccc1F)Nc1ccc2c(c1)CCC2
0.0,1.45,CN(C)N1C(=O)CC(NNC(=O)c2ccncc2)C1=O (stereo not drawn)
-0.3,0.08,CCn1c(SCc2nc3scc(-c4ccccc4)c3c(=O)[nH]2)nnc1-c1cccs1

Sorted by molar mass (ascending): part of the list above.
STK33 kinase inh,Kir21 block,Compound
1.0,0.05,C=CCNC(=S)N/N=C(\C)c1cccnc1
-0.9,0.2,O=C(CC(C(=O)O)c1ccc(Cl)cc1)c1ccccc1 (stereo not drawn)
-1.9,-0.01,CCOC(=O)Nc1nnc(/C=C/c2ccc(OC)cc2)s1
-0.6,0.74,CC(OC(=O)c1cccc(S(=O)(=O)N2CCCC2)c1)C(=O)NC1CCCCC1C (stereo not drawn)
-0.3,0.08,CCn1c(SCc2nc3scc(-c4ccccc4)c3c(=O)[nH]2)nnc1-c1cccs1

Next section.
STK33 kinase inh,Kir21 block,Compound
-0.9,0.8,CC1Cc2ccccc2N1S(=O)(=O)c1ccc2c(c1)n(C)c(=O)c(=O)n2C (stereo not drawn)
0.6,-0.13,CC(=O)OC1COC(N2CCc3cc([N+](=O)[O-])ccc32)C(OC(C)=O)C1OC(C)=O (stereo not drawn)
-0.8,0.39,CC1=NN(C2=NS(=O)(=O)c3ccccc32)C(C)(O)C1 (stereo not drawn)
-1.7,0.23,Cc1ccc(/C=C(\C#N)C(=O)NC(C)c2ccccc2)o1 (stereo not drawn)
-0.6,0.78,CN(CC(=O)N1CCN(c2ccccc2)CC1)S(=O)(=O)c1cccs1
-1.0,1.05,O=C(Nc1ccccc1C(F)(F)F)c1ccccn1
-0.5,-0.8,CCOC(=O)C1NN=C(C(=O)c2ccccc2)C1c1ccc(OC)cc1 (stereo not drawn)
-1.7,/,CCCCc1nnc(NC(=O)Cc2ccc(S(=O)(=O)N3CCOCC3)s2)s1
-0.6,-0.66,O=C(NCc1ccc(F)cc1)C(=O)Nc1nc(C23CC4CC(CC(C4)C2)C3)cs1
-1.1,-1.06,COc1ccc(-n2c(Cc3cccn3C)nnc2SCC(=O)NCc2ccco2)cc1
-0.1,-0.01,CCOC(=O)C(C)NC(=O)CCc1nnc2ccc(N3CCC(C)CC3)nn12 (stereo not drawn)
3.8,1.45,CCn1cc(CN2CCc3c([nH]c4ccccc34)C2c2cccc(O)c2)c(C)n1 (stereo not drawn)
0.4,-0.1,COC(=O)/C(C#N)=C/c1ccc(OC(=O)c2ccccn2)cc1
-0.1,0.58,COc1ccc(C2=NOC(Cn3nc(C(=O)O)cc3-c3ccccc3)C2)cc1 (stereo not drawn)
0.7,1.3,CC(C)c1cccc(C(C)C)c1NC(=O)COC(=O)C1CCC1
-1.1,/,O=C(COC(=O)c1cccs1)Nc1cccc(S(=O)(=O)N2CCCCC2)c1
0.0,1.97,O=c1oc2ccccc2c(N2CCCCC2)c1CN1CCCCC1
4.1,0.18,O=C(Nc1ccc(F)cc1F)c1ccc(-n2cccn2)nc1
-0.9,0.99,CC(C)CN(C(=O)COC(=O)Cc1cccc2ccccc12)c1c(N)n(Cc2ccccc2)c(=O)[nH]c1=O
1.6,0.01,COc1ccc(OC)c(Nc2nc(N)nc(CSc3nnc(N)s3)n2)c1
6.8,-0.45,COc1ccc(C(=O)N/C(=C\c2cn(C)c3ccccc23)C(=O)N2CCN(C)CC2)cc1
0.3,-1.81,Cc1ccc(S(=O)(=O)N2CCOCC2)cc1NC(=O)c1cccc(S(=O)(=O)N2CCCC2)c1
-2.6,-0.08,CC(=O)Oc1c(S(=O)(=O)c2ccc(C)cc2)c(C)nn1-c1ccccc1
1.0,-0.75,O=C1c2ccccc2C(=O)N1OCc1ccccc1
-0.7,0.59,CCC(C)C(NC(N)=O)C(=O)Nc1ccc(C)c(Cl)c1 (stereo not drawn)

STK33 kinase inh,Kir21 block,Compound
-1.9,0.49,CON/C=C(\C=Nc1ccc(F)cc1)c1ncc(C(F)(F)F)cc1Cl
-0.5,0.29,CC1=NOC(=O)/C1=C/c1ccc(O)cc1
-0.8,0.38,CCOc1cccc(C(=O)Nc2nnc(-c3cccs3)s2)c1
1.0,-3.48,CNC1=CC(=O)CC(c2ccccc2)C1 (stereo not drawn)
-0.4,-0.14,CCCc1noc2c1/C(=N\O)CC(c1ccccc1)C2 (stereo not drawn)
-2.0,-0.03,CC12CCC(C(=O)N/N=C/c3ccc(O)cc3)(OC1=O)C2(C)C (stereo not drawn)
-0.1,/,O=C(CSc1nnc(Nc2ccccc2)s1)NC1CCS(=O)(=O)C1 (stereo not drawn)
-0.3,-1.07,CCOc1cc(C(=S)N2CCCC2)ccc1OCc1ccccc1
-1.2,0.35,O=C(c1ccccc1)N1CCCc2ccccc21
11.1,0.9,CN(CC(=O)Nc1ccc2c(c1)OCO2)S(=O)(=O)c1cccs1
0.3,/,COC(=O)c1c(NC(=O)CN2C(=O)NC3(CCC(C)CC3)C2=O)sc2c1CCC2 (stereo not drawn)
-0.6,0.59,COc1ccccc1OCCNC(=O)Cc1ccc(Cl)c(Cl)c1
-1.5,1.31,COc1cc(C(C)=O)ccc1OCC(O)CN1CCN(c2ccccn2)CC1 (stereo not drawn)
1.0,-1.15,OC(CCc1ccncc1)COc1ccccc1 (stereo not drawn)
-0.5,0.22,CCOc1ccc(NC(=O)CN2C(=O)CSC(C)C2=O)cc1 (stereo not drawn)
-0.5,2.27,CC(=C1C(=O)c2ccccc2C1=O)N1CCN(Cc2ccccc2)CC1
0.0,-0.14,CN(C(=O)COC(=O)CSc1ccc(C(N)=O)cc1[N+](=O)[O-])C1CCCCC1
-0.7,0.54,COc1ccc(-n2nnnc2SCC(=O)NCc2cccs2)cc1
1.8,0.47,CC(=O)c1oc2ccccc2c1NC(=O)CN1CCCCC1
-1.0,/,CN(Cc1ccccc1)C(=O)c1[nH]cnc1C(=O)Nc1ccc(Cl)cc1
0.1,0.53,CCNC(=O)c1ccccc1SCC(=O)Nc1ccc(F)cc1
0.9,-0.4,CCc1nc(SCC(=O)NC2CC2)c2c(C)c(C)sc2n1
-1.4,-0.27,CC(C)Cc1cc(C(=O)Nc2ccccc2)c2ccccc2n1
-2.8,-1.47,CSCCC(NC(=O)c1cccc([N+](=O)[O-])c1)c1nc2ccccc2[nH]1 (stereo not drawn)
-3.0,0.18,O=C(CCNS(=O)(=O)c1ccccc1)N1CCC(Cc2ccccc2)CC1

STK33 kinase inh,Kir21 block,Compound
1.6,-0.41,CCCCN(CC)CCCNC(=O)c1cn(C)c2ccc(S(=O)(=O)N(C)C3CCCCC3)cc2c1=O
-0.6,/,CC(OC(=O)c1ccccc1)C(=O)NCc1ccco1 (stereo not drawn)
-1.5,-0.44,CCn1c(SCC#N)nc2cc(S(=O)(=O)N3CCOCC3)ccc21
0.3,-1.55,O=C(O)CNC(=O)CC1S/C(=N/N=C2/NC(=O)CS2)NC1=O (stereo not drawn)
-0.6,0.12,COc1ccc(C2CC(Cn3cc(C#N)c(=O)n(C)c3=O)ON2C)cc1 (stereo not drawn)
-1.7,1.25,C=Cn1cc[n+](CC(=O)c2cccs2)c1
-0.3,-0.05,COc1ccccc1NC1=Nc2cccc3cccc1c23
-0.6,0.93,N/C(=N\OC(=O)CCCOc1ccccc1)c1ccccc1
-2.1,0.86,O=C(CCSc1ccc(Cl)cc1)N1CCN(c2ncccn2)CC1
-1.0,0.34,CC(C)CN(CCC(=O)O)CC(C)C
-1.0,1.28,CCC(=O)N1C(=O)C2(Nc3ccccc3N2)c2ccccc21
-0.3,0.96,CCOC(=O)c1ccc(NC2c3ncccc3C(=O)N2Cc2ccc(F)cc2)cc1 (stereo not drawn)
-0.4,0.37,CCOc1ccc(NC(=O)NCCCN2CCCC2)cc1
-1.1,0.63,Cc1cnc(C(=O)OCC(=O)Nc2ccc(Cl)cc2)cn1
1.9,0.29,CCOC(=O)c1ccc(NC(=O)c2cccnc2)cc1
-1.1,-0.06,C/C(=N\Nc1ccc(Cl)c(C(=O)O)c1)c1cccc([N+](=O)[O-])c1
-1.3,-1.58,C=CCNC(=O)/C(C#N)=C/c1ccccc1Cl
